# From PubChem
# M4 PAM = human M4 muscarinic receptor positive allosteric modulators, primary screen, CHO-K1 cells, Fluo-8 calcium fluorescence; activation, % at 3 µM; Muscarinic acetylcholine receptor M4 (Homo sapiens), P08173; CHO-K1 hM4/Gqi5, ACh EC20; 0% = ACh EC20, 100% = maximal ACh; 0.4% of 360,000 active; AID 624126, 2012;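 active = activation above its plate's cutoff, the mean activation of sample wells plus 3 SD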; note: some results filed as inactive read as strong as hits
# Target sequence (P08173 whole entry, looked up): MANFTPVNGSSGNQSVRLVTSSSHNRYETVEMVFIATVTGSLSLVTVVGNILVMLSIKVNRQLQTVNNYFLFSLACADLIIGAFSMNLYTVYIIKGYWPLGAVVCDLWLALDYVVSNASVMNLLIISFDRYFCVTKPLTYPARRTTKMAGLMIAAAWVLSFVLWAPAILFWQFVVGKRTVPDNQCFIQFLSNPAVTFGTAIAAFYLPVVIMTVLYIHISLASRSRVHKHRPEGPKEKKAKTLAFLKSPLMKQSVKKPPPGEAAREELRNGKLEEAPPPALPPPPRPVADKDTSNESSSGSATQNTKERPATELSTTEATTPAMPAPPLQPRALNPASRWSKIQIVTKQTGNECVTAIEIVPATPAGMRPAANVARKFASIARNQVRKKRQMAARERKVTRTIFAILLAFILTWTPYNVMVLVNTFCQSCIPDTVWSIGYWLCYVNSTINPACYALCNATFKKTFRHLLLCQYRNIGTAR
# TAAR1 agonist = human TAAR1 agonists, primary screen, Fluo-8 calcium fluorescence, CHO RD-HGA16 cells; Trace amine-associated receptor 1 (Homo sapiens), Q96RJ0; vehicle wells 0%, saturating PEA agonist 100%; activation, % at 3 µM; 0.99% of 360,000 active; AID 624467, 2012;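 active = activation above the mean activation of all test compounds in the run plus 3 SD, cut at about 38% in these data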
#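 Assay system – CHO-derived RD-HGA16 cells with stable Gα16 and human TAAR1 · Compound dosing – one-point dosing at 3 µM (nominal) · Incubation – 17-24 h seeding, 75 min 37 °C dye, 30 min RT · Measured by – kinetic Fluo-8 calcium fluorescence · Control set – DMSO vehicle as 0%, PEA at EC100 as 100% · Repeats – single well for each compound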
# CHO-K1 Ca PAM = nonselective calcium activators in parental CHO-K1 cells, primary screen, counter-screen for M1 PAM project, cell-based, Fluo-8 calcium fluorescence, full deck, 1536-well. ATP EC20; 0% at ATP EC20, 100% at ATP max. activation, % at 3 µM. 0.02% of 360,000 active;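 active = activation above the run cutoff, the mean activation of all test compounds plus 3 SD, cut at about 40% in these data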;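 note: peak over basal fluorescence ratio in a 140 s read after ATP addition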
# CRFR2-BP ag = agonists of CRF-BP/CRF-R2 complex, primary screen, cell-based, HEK293, calcium dye fluorescence, uHTS | calcium dye fluorescence (FLIPR); percent of saturating CRF peptide response | 0.46% of 350,000 active | CRF-binding protein / CRF receptor 2 complex (human) | activation, % at 13.2 µM;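 active = activation of at least 50%, plus an integration ratio under a set limit after plate pattern correction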;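 note: plate controls were neutral control wells without compound for no effect and CRF at EC100 for full effect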
# CRFR2-BP antag = antagonists of CRF-BP/CRF-R2 complex, primary screen, cell-based, HEK293, calcium dye fluorescence, uHTS; CRF-induced calcium fluorescence; AID 588475, 2011; 0.59% of 350,000 active; inhibition, % at 11.8 µM;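 active = inhibition of the ligand-induced calcium signal above about 50% at the single tested concentration, limit read from the data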
# M5 PAM = human M5 muscarinic receptor positive allosteric modulators, primary screen, CHO-K1 cells, Fluo-8 calcium fluorescence | Muscarinic acetylcholine receptor M5 (Homo sapiens), P08912 | CHO-K1 hM5, ACh EC20 PAM; 0% = ACh EC20, 100% = ACh EC100 | activation, % at 3 µM | 0.3% of 360,000 active;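 active = activation above the run cutoff, the mean activation of all test compounds plus 3 SD, cut at about 18% in these data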
# Target sequence (P08912 whole entry, looked up): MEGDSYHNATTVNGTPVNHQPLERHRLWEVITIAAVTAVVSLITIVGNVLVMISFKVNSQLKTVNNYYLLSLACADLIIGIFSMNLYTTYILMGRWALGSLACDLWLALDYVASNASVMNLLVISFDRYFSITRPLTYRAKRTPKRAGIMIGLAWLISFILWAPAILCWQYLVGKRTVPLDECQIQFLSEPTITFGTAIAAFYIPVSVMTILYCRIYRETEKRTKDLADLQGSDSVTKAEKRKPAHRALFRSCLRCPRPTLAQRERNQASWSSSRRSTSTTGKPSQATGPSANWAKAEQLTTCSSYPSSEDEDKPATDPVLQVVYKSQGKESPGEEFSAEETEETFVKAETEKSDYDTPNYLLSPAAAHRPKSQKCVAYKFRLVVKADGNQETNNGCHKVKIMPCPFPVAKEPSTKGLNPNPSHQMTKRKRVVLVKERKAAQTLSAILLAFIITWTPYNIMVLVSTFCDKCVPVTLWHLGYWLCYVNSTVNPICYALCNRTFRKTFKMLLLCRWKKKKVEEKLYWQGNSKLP
#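 system = human M5 receptor in CHO-K1 cells | reagent = EC20 acetylcholine as agonist stimulus | compound dosing = single-point, 3 µM nominal | incubation = Fluo-8 loading 80 min at 37 °C plus 30 min room temperature | detection = Fluo-8 calcium dye fluorescence, kinetic read | benchmarks = low control EC20 acetylcholine (0%), high control EC100 acetylcholine (100%)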
# CHRM5 agonist = human M5 muscarinic receptor agonists, primary screen, CHO-K1 cells, Fluo-8 calcium fluorescence; activation, % at 3 µM; 0.19% of 360,000 active; Muscarinic acetylcholine receptor M5 (Homo sapiens), P08912; CHO-K1 hM5 cells; 0% DMSO wells, 100% maximal acetylcholine response;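 active = activation above the run's mean over test compounds plus 3 SD, cut at about 23% in these data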;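 note: signal is peak over basal fluorescence ratio across the kinetic read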
# TAAR1 antag = human TAAR1 antagonists, primary screen, Fluo-8 calcium fluorescence, CHO RD-HGA16 cells; Trace amine-associated receptor 1 (Homo sapiens), Q96RJ0; antagonist; inhibition, % at 3 µM; 1.5% of 360,000 active; AID 624466, 2012;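 active = inhibition above a per-plate cutoff, the mean inhibition of test compounds on that plate plus 3 SD, cut at about 49% in these data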;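 note: 0% = DMSO plus EC80 beta-PEA response and 100% = DMSO alone without agonist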
#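 Material: CHO RD-HGA16 cells bearing hTAAR1; compound dosing: one-point dosing, 3 µM nominal final; schedule: dye loading 75 min at 37 °C, then 30 min room temperature; measured by: calcium fluorescence with Fluo-8; control set: vehicle and agonist controls; replication: n of 1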
# M5 antag = human M5 muscarinic receptor antagonists, primary screen, CHO cells, Fluo-8 calcium fluorescence | 0.59% of 360,000 active | Muscarinic acetylcholine receptor M5 (Homo sapiens), P08912 | CHO-hM5 cells, ACh EC80 | AID 624040, 2012 | inhibition, % at 3 µM;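 active = inhibition above a per-plate cutoff, the mean of that plate's test compounds plus 3 SD, cut at about 27% in these data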;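 note: 0% = acetylcholine EC80 with DMSO and 100% = DMSO without agonist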
# * marks the source's active call; other numbers are inactive results; . = not tested or not shown.
# The line under a structure holds: M4 PAM	TAAR1 agonist	CHO-K1 Ca PAM	CRFR2-BP ag	CRFR2-BP antag	M5 PAM	CHRM5 agonist	TAAR1 antag	M5 antag
CCN(CC)CCn1c2c(c(SCC(=O)Nc3nc4ccccc4s3)nc1=O)CCC2
 : -2	1	1	-0.8	-6	-5	-6	-9	7
CC(=O)c1cnc(Nc2ccccc2)s1
 : 8	9	20	-3.5	-26	7	-4	17	-7
Cn1c(=O)n(CC(=O)OCc2ccccc2)c(=O)c2c1nc1n2CCCN1C1CCCCC1
 : -1	9	6	-2.2	15	2	-4	-3	-12
Cc1cnc(C(=O)NC(C)CCc2ccccc2)cn1 (centres undefined)
 : -9	2	-16	-2.1	10	-6	-2	-19	9
Cc1ccccc1/C=N/Nc1nc2ccccc2c(=O)n1O
 : 5	3	23	-1.3	-3	3	-2	-5	12
COc1ccc(-c2cc(C(F)(F)F)n3ncc(C(=O)NCC4CCCO4)c3n2)cc1OC (centres undefined)
 : 0	1	-6	36	-30	6	0	2	1
CCOc1ccccc1C1C(C#N)=C(N)N(N(C)C)C2=C1C(=O)CCC2 (centres undefined)
 : 6	0	2	-0.9	-15	-3	-4	4	11
Nc1nc2c(c(=O)[nH]1)CN(Cc1ccccc1)CC2
 : 5	4	-1	-1.2	-3	-1	-3	-2	8
S=C(Nc1ccccc1)Nc1ccc(Br)cn1
 : 0	16	17	-1.0	-8	-1	-2	12	1
O=C(COC(=O)COc1ccccc1F)Nc1ccc2c(c1)OCO2
 : 5	0	14	-1.4	1	0	-1	2	7
CCOC(=O)C1CCCN(C(=O)CCCn2nnnc2CN2CCOCC2)C1 (centres undefined)
 : -3	40*	11	-1.4	2	-1	12	22	-8
c1cnc(SCCCOc2ccc3ccccc3c2)nc1
 : 1	15	20	1.3	12	-3	-2	20	0
CCc1[nH]nc(C(=O)N2CCCC(C(=O)c3cccc(C(F)(F)F)c3)C2)c1C (centres undefined)
 : 1	3	5	0.5	-5	-12	7	1	0
Cn1nc(C(F)(F)F)c(-c2cccc(C(F)(F)F)c2)c1NC(=O)c1cccnc1
 : -3	2	7	0.3	-3	11	3	-48	-12
CCCCNC(=O)C(Cc1ccccc1)NS(=O)(=O)c1ccc2c(c1)c(=O)n(C)c(=O)n2C (centres undefined)
 : 1	1	-1	-1.2	17	-6	-1	-11	2
CC(C)(C)c1nc2scc(-c3ccc(Br)cc3)c2c(=O)o1
 : -7	1	8	1.2	0	-4	-1	-7	2
CN(CC(=O)Nc1ccc(Cl)c(S(=O)(=O)N2CCOCC2)c1)C(=O)c1ccc(C#N)cc1
 : 2	8	-11	1.3	1	1	-1	-26	7
Cc1cccc(Nc2ncnc3c2cnn3C)c1
 : 3	4	-10	-0.6	4	-5	-1	3	-3
COCC(C)n1c(C)cc(C(=O)CSc2nnnn2-c2ccc(O)cc2)c1C (centres undefined)
 : 4	18	16	-3.6	9	-2	2	4	-5
Cn1c(Cn2c(=O)sc3ccccc32)nnc1SCc1ccccn1
 : -3	2	-1	-0.5	2	-1	0	18	-6
COc1ccccc1C1CC(=O)NC(C)=C1C(=O)OCC(C)C (centres undefined)
 : -2	9	11	0.0	0	-4	-11	-17	-8
Cc1ccc2nc(-c3ccncc3)cc(C(=O)NCCc3ccc(F)cc3)c2c1
 : -5	2	15	-3.4	5	-3	3	16	3
Cc1c(NS(=O)(=O)c2ccc(NC3CCCC3)c([N+](=O)[O-])c2)c(=O)n(-c2ccccc2)n1C
 : 9	1	11	-0.2	11	5	-2	-3	-1
Cc1cc(C)nc(SCC(=O)c2ccc(F)c(C)c2)n1
 : -1	8	17	0.2	5	5	-6	0	0
Cc1nn(Cc2cccc(F)c2)c(C)c1NC(=O)c1c(Cl)cnn1C
 : -4	2	1	-4.3	-12	0	0	9	2
CCN1CCN(C(C)C(=O)Nc2c(C)n(C)n(-c3ccccc3)c2=O)CC1 (centres undefined)
 : -1	10	5	1.3	-3	1	1	-12	3
Cc1ccc(-n2ncc3c(=O)n(CC(=O)OCc4ccccc4)cnc32)cc1
 : 4	8	20	-2.5	-4	4	-1	2	2
CCC(CC)NC(=O)c1nn(Cc2ccccc2)c(=O)c2ccccc12
 : 0	9	9	0.9	-10	3	-3	-15	2
CCCCN(CC)CCNC(=O)c1cn(-c2ccc(Cl)cc2)c(=O)c2ccccc12
 : -1	7	-5	-1.9	7	-3	-7	-2	3
COc1ccc2[nH]cc(C(=O)C(=O)N3CCCCC3)c2c1
 : 1	2	19	-2.5	6	-1	3	18	3
O=[N+]([O-])c1nn(-c2ccc3c(c2)OCCO3)n(O)c1=NCc1ccc(F)cc1Cl
 : -7	4	1	-2.4	-2	-3	-1	-14	-1
CCOC(=O)c1ccc(Nc2cc(C)nc(-c3ccccc3)n2)cc1
 : -6	0	13	0.9	-18	-6	0	40	5
CCOC1=C2[C@@H](CN(S(=O)(=O)c3ccc(C)cc3)[C@H]2c2ccccc2Cl)[C@H]2C(=O)N(Cc3ccccc3)C(=O)[C@H]2C1
 : 1	1	16	.	.	-6	0	-8	6
CC1c2ccccc2N(NC(=O)Cc2ccccc2)C1C (centres undefined)
 : -12	5	21	-0.5	5	-1	-6	-15	9
COc1cccc(CNCCc2c[nH]c3ccccc23)c1OCc1ccccc1
 : -20	19	5	1.9	-101	-19	8	54*	29*
CCOC(=O)c1cnc(-n2nc(C)cc2C)nc1NCCc1ccccc1
 : -11	16	-4	-1.1	14	-7	-2	24	9
Cc1ccc(Cc2c(C3CCCCC3)nc3cc(C)c(Br)c(C)n23)cc1
 : 2	1	26	.	.	4	4	-29	-6
CC(=O)OC[C@H]1O[C@@H](n2ccc(=O)[nH]c2=S)C(OC(C)=O)C1OC(C)=O (some centres undefined)
 : 1	3	18	0.2	-8	1	0	-9	4
CCn1c(CCCNC(=O)c2ccco2)nc2ccccc21
 : 1	7	2	-0.1	-5	2	-2	0	-2
Cc1ccc(CS(=O)(=O)CCC(=O)NCCCN2CCCC2)cc1
 : 1	-1	-5	-1.3	-4	-3	-1	-1	1
COC(=O)c1nn(-c2ccc3c(c2)CCN3C(C)=O)cc1O
 : 1	1	17	1.9	-12	1	-3	1	-5
O=C(Nc1ccccc1C(=O)NCc1ccccc1)C1=CSCCO1
 : -5	3	23	1.5	-5	-1	-2	3	0
Cc1ccc(Cl)cc1NC(=O)C(Cc1ccccc1)N1C(=O)C2C3CCC(C3)C2C1=O (centres undefined)
 : -8	3	14	0.6	-76	-10	-1	28	7
COc1ccccc1CCNC(=O)C1CCN(c2nnc(C)c3c(C)n(-c4ccc(C)cc4)nc23)CC1
 : -1	17	2	-2.4	-2	6	-8	-41	-17
O=C1CCCN1CCc1cccc2ccccc12
 : 1	7	-1	-1.4	-10	4	2	-12	4

# Structural class: the entries above containing a nitro group on carbon (2)
# The line under a structure holds: M4 PAM	TAAR1 agonist	CHO-K1 Ca PAM	CRFR2-BP ag	CRFR2-BP antag	M5 PAM	CHRM5 agonist	TAAR1 antag	M5 antag
Cc1c(NS(=O)(=O)c2ccc(NC3CCCC3)c([N+](=O)[O-])c2)c(=O)n(-c2ccccc2)n1C
 : 9	1	11	-0.2	11	5	-2	-3	-1
O=[N+]([O-])c1nn(-c2ccc3c(c2)OCCO3)n(O)c1=NCc1ccc(F)cc1Cl
 : -7	4	1	-2.4	-2	-3	-1	-14	-1

# Continuation.
# The line under a structure holds: M4 PAM	TAAR1 agonist	CHO-K1 Ca PAM	CRFR2-BP ag	CRFR2-BP antag	M5 PAM	CHRM5 agonist	TAAR1 antag	M5 antag
COc1cc(NC(=O)CCCNC(=O)Cn2cnc3sc4c(c3c2=O)CCCC4)cc(OC)c1OC
 : -9	2	-10	-0.6	5	3	-1	-7	8
CC(C)(C)c1ccc(C(=O)N2CCC(C(=O)NCC3CCCO3)CC2)cc1 (centres undefined)
 : -2	8	14	-0.1	13	2	-1	-12	6
Cn1c(Cl)c(C(=O)Nc2ccccc2)c2ccccc21
 : 12	3	9	0.2	6	2	-1	8	-3
CCc1c2ccccc2nn1-c1ccccc1C(=O)C(C)=O
 : -4	12	15	-1.8	14	5	0	-5	0
CC(C)(C)c1cc(C(=O)Nc2cccc3ccccc23)ccn1
 : -1	9	4	-2.5	6	-3	-3	12	-3
COc1cccc(-c2nc(-c3ccc(NC(=O)c4cccs4)cc3)no2)c1
 : 12	6	19	6.2	-19	7	-1	51*	-3
Cn1c(=O)c2c(nc(NCCNC(=O)c3ccco3)n2Cc2ccccc2)n(C)c1=O
 : 6	1	10	-0.5	-3	2	-1	-14	-2
NS(=O)(=O)c1ccc(CNc2ncnc3sccc23)cc1
 : -11	5	-1	-0.9	16	-1	-3	5	4
CCN(CC)C(=O)C1CCCN(Cc2ccc(F)c(F)c2)C1 (centres undefined)
 : 7	10	-14	-2.5	12	-1	-3	20	-12
CCN(c1ccccc1)S(=O)(=O)c1ccc(C(=O)Nc2nnc(C3CC3)o2)cc1
 : 3	3	17	0.2	-4	-4	0	-17	3
S=c1[nH]nc(-c2cc(-c3ccsc3)n[nH]2)n1-c1cccc2ccccc12
 : 15	11	27	-1.5	-52	7	-5	-12	-1
O=C(CCn1nnc2ccccc21)NNC(=O)C1CCCCC1
 : -3	14	5	-0.2	3	-1	-2	8	-4
CC(C)(C)NC(=O)CSc1nc(-c2ccc(F)cc2)cs1
 : 4	0	4	-0.5	4	-4	-1	-16	4
CN(C)c1ccc(/C=C/c2c([N+](=O)[O-])c(=O)n(C)c(=O)n2C)cc1
 : -4	0	-22	-2.3	-2	-3	-4	-17	7
CC(=O)N1CCN(C(=O)c2cc3ccccc3o2)CC1
 : -2	-4	7	1.0	-5	-1	-2	8	10
CCn1c(=O)cc(SCC(=O)N2CCN(Cc3ccc4c(c3)OCO4)CC2)c2ccccc21
 : -8	12	20	-4.7	-17	-1	5	0	-7
COc1ccc(-n2c(-c3ccc(Br)cc3)nc(=S)c3c2CCCC3)cc1
 : 0	0	6	-1.3	-17	1	-2	4	-3
CC(=O)NC1=NN(C(C)=O)C(C)(c2cccnc2)S1 (centres undefined)
 : -2	2	-9	0.0	3	10	2	-9	-1
O=C1CC2(CCN(C(=O)c3ccc(Br)cc3)CC2)Oc2ccccc21
 : -3	-1	-2	-0.2	-7	-7	-2	-23	4
O=C(O)CCSc1ncnc2sc(-c3ccccc3)cc12
 : 11	5	10	0.1	-5	4	4	6	-8
CS(=O)(=O)N1CCN(c2ccc(NC(=O)C(c3ccccc3)c3ccccc3)cc2)CC1
 : 0	5	22	0.5	5	5	4	-4	-6
